V1aR counter: counter-screen for oxytocin receptor agonists: human V1a receptor agonists; P37288; CHO-V1R cells, Fluo-8 calcium fluorescence, agonist mode; 0% DMSO, 100% 3 nM vasopressin; activation, % at 3 µM; 0.25% of 320,000 active;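 active = activation above the mean activation of all tested compounds plus 3 SD, per screening run, cut at about 20% in these data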;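 also: signal is peak over basal fluorescence ratio across a 100 second FLIPR read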
Target sequence (P37288 whole entry, looked up): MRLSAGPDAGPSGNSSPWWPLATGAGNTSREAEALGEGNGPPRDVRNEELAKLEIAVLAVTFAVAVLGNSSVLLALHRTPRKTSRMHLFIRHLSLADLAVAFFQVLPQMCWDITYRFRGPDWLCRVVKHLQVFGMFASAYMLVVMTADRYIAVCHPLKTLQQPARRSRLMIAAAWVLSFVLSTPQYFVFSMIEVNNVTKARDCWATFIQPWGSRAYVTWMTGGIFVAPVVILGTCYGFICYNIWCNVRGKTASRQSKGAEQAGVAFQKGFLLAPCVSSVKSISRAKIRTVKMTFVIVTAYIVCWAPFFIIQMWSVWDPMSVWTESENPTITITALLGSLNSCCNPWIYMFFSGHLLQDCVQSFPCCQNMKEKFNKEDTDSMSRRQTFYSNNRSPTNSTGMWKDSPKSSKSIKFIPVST
TAAR1 antagonist: human TAAR1 antagonism; CHO RD-HGA16 TAAR1, Fluo-8 calcium fluorescence, antagonist; 1.5% of 360,000 active; AID 624466; inhibition, % at 3 µM; Q96RJ0;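 active = inhibition above a per-plate cutoff, the mean inhibition of test compounds on that plate plus 3 SD, cut at about 49% in these data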;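 also: 0% = DMSO plus EC80 beta-PEA response and 100% = DMSO alone without agonist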
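System: CHO RD-HGA16 cells bearing hTAAR1. Reagent: EC80 β-phenethylamine stimulus. Schedule: seeding 17-24 h prior, 75-min 37 °C, 30-min RT dye loading. Signal: Fluo-8 intracellular calcium dye fluorescence, real-time kinetic reads. Read-out: % inhibition from peak post-agonist over basal fluorescence ratio. Benchmarks: vehicle wells and EC80 agonist wells. Replicates: n of 1.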
OXTR potentiate: potentiators of human oxytocin receptor | P30559 | CHO-OTR cells, Fluo-8 calcium fluorescence, potentiator mode; 0% = oxytocin EC15, 100% = EC100 | activation, % at 3 µM | 0.061% of 320,000 active;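 active = activation above that plate's cutoff, the mean activation of tested compounds plus 3 SD, cut at about 6.6% in these data, passing the limit was not always enough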;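 also: 100% uses oxytocin at 75 nM as the full agonist control; some results filed as inactive read as strong as hits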
Target sequence (P30559 whole entry, looked up): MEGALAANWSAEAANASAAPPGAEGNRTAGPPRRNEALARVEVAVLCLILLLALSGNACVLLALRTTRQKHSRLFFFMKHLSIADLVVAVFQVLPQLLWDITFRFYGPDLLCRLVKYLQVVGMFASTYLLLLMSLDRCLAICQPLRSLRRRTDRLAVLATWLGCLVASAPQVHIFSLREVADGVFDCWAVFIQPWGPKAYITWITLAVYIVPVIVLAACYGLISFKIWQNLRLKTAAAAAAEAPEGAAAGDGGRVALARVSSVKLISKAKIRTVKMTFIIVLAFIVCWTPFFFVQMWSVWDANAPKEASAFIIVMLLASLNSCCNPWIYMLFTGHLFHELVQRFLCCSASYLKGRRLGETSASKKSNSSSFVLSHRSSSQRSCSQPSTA
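Assay system: CHO cell line stably expressing human OTR. Reagent: EC15 oxytocin agonist. Dosing: single dose, 3.0 µM nominal final compound concentration. Timing: compound 6 min at room temperature before oxytocin, 100 s read. Signal: kinetic Fluo-8 calcium fluorescence. Controls: oxytocin EC15 low and EC100 high.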
M1 antag: antagonists of human M1 muscarinic receptor. P11229. CHO-K1 hM1, Fluo-8 calcium fluorescence, ACh EC80 antagonist. inhibition, % at 3 µM. 1.3% of 360,000 active. AID 588852;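 active = percent inhibition above its own plate's cutoff, namely the mean of that plate's compound wells plus 3 SD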;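 also: peak over basal fluorescence ratio during 140 s after agonist addition; 0% = ACh EC80 plus DMSO and 100% = DMSO alone without agonist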
CHO parental Ca: counter-screen: ATP calcium response change in parental CHO cells; parental CHO-K1, ATP-induced calcium, Fluo-8 fluorescence; inhibition, % at 5.6 µM; 0.63% of 330,000 active; AID 463079;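 active = inhibition above that plate's mean sample inhibition plus 3 SD, cut at about 26% in these data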;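 also: 0% = ATP-challenged DMSO wells and 100% = DMSO wells without ATP; some compounds past the cut are filed as inactive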
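Test system: parental CHO cells; detection: calcium-sensitive Fluo-8 fluorescence; evaluation: percent inhibition of calcium signal; also added: ATP as calcium-mobilizing challenge; repeats: one well per compound; control set: ATP-challenged DMSO wells low, unchallenged DMSO wells high; compound: single nominal dose of 5.6 µM per compound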
M1 ag: human M1 muscarinic receptor agonism | P11229 | CHO-K1 hM1, Fluo-8 calcium fluorescence, agonist mode; 0% DMSO, 100% acetylcholine EC100 | activation, % at 3 µM | 0.33% of 360,000 active;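 active = activation above the run's mean compound activation plus 3 SD, cut at about 16% in these data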;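 also: peak over basal fluorescence ratio within a 140 s kinetic read after compound addition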
TAAR1 agonist: agonists of human TAAR1 | CHO RD-HGA16 TAAR1, Fluo-8 calcium fluorescence; vehicle wells 0%, saturating PEA agonist 100% | activation, % at 3 µM | 0.99% of 360,000 active;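 active = activation above the mean activation of all test compounds in the run plus 3 SD, cut at about 38% in these data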
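Repeats: no replicates (n 1) | Material: CHO-derived RD-HGA16 cells with stable Gα16 and human TAAR1 | Technique: Kinetic Fluo-8 calcium fluorescence | Schedule: 17-24 h seeding, 75 min 37 °C dye, 30 min RT | Evaluation: % activation from peak over basal fluorescence ratio, DMSO-to-PEA scaled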
M1 PAM: potentiates human M1 receptor response to acetylcholine | CHO-K1 hM1, Fluo-8 calcium fluorescence, ACh EC20; 0% = ACh EC20, 100% = maximal ACh | activation, % at 3 µM | 0.088% of 360,000 active | AID 588819; in the data active = activation above about 19%, passing the limit was not always enough
OXTR ag: human OXTR agonism | P30559 | CHO-OTR cells, Fluo-8 calcium fluorescence; normalized: DMSO 0%, oxytocin 100% | activation, % at 3 µM | 0.32% of 320,000 active;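 active = activation above the mean of all tested compounds plus 3 SD, cutoff set per screening run, cut at about 20% in these data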;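 also: peak over basal fluorescence ratio from a 100 s FLIPR kinetic read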
* = called active by the depositor; . = not tested or not shown.

Every second line gives: V1aR counter, TAAR1 antagonist, OXTR potentiate, M1 antag, CHO parental Ca, M1 ag, TAAR1 agonist, M1 PAM, OXTR ag
COc1cc(OC)cc(C(=O)Nc2ccc(S(=O)(=O)Nc3cnc4ccccc4n3)cc2)c1
  -0.1, 4, -10, -14, -5, -9, 0, 8, 0.6
COc1cccc(C2C(C(N)=O)=C(C)Nc3nc(-c4ccccc4Cl)nn32)c1 (configuration not stated)
  -0.4, 0, 0, -7, -19, 0, 1, 3, -0.5
CCOc1ccccc1-n1c(CN2CCN(C(=O)c3ccco3)CC2)nc2ccccc2c1=O
  4.3, 8, 0, 0, -15, 0, 10, 3, -0.6
Cc1ccccc1C(=O)Nc1cccc(-c2cn3ccccc3n2)c1
  0.6, 36, -2, 4, -20, -7, 13, -11, -1.2
CSc1ccc(C2C(C(=O)c3ccco3)=C(O)C(=O)N2c2nnc(SC)s2)cc1 (configuration not stated)
  15, -52, -4, -3, -4, 0, 0, 8, 3.2
Cc1ccc(S(=O)(=O)Nc2ccc(NC(=O)c3c(F)c(F)c(F)c(F)c3F)cc2)cc1
  27*, 66*, -17, 22, 44*, 24*, 117*, -4, 37*
Cc1c(C(=O)NCC2CCCO2)oc2ccc(S(=O)(=O)N3CC(C)CC(C)C3)cc12 (configuration not stated)
  -0.4, 6, -3, -2, -3, -6, -2, 3, -1.6
COc1ccc(/C(C)=N/NC(=O)c2ccncc2)cc1[N+](=O)[O-]
  -0.1, -10, -10, -7, -6, 1, 4, 5, 0.0
Cc1cccc(C(=O)Nc2ccccc2SCC2CSc3nc4ccccc4c(=O)n32)c1 (configuration not stated)
  -1.1, -15, -10, -9, -17, -3, 2, -9, -1.7
COc1ccc(Cl)cc1NS(=O)(=O)c1ccc(OC)c(OC)c1
  1.4, -1, -4, -9, -16, -2, 1, 6, 2.5
Cc1ccc(C(=O)N/N=C\c2ccncc2)s1
  0.1, -5, -10, 1, -2, -4, -1, 1, -1.1
CC(O)(c1ccccc1)c1nc(-c2cccc(C(F)(F)F)c2)cs1 (configuration not stated)
  ., -5, ., -4, ., -3, -1, -2, .
CCOC(=O)C1=NN(c2ccc(F)cc2)C2=NC(C)=C(C(=O)OC)C(c3cccs3)N12 (configuration not stated)
  0.8, -12, -4, -6, -1, 1, 12, 5, -0.6
O=C(NCCCNC(=O)c1ccccn1)c1ccc(Br)cc1
  -0.9, -17, -8, -11, -4, -1, -1, 8, -0.6
COc1ccc(S(=O)(=O)N(C)C)cc1NC(=O)CSc1nnc(-c2cccnc2)o1
  0.3, -31, 0, 2, -9, -5, 3, 6, 0.4
Cc1cccc(OCC(=O)OC(C)C(=O)Nc2ccc(Cl)cn2)c1 (configuration not stated)
  0.2, 7, -6, -2, -20, -2, 11, 3, -2.5
O=C(NCc1ccco1)c1cccc2c1C(=O)c1ccc(N3CCC(Cc4ccccc4)CC3)cc1S2(=O)=O
  13, ., -10, 25, 21, -1, ., -15, 15
CCc1noc(C)c1C(=O)N1CCCC(N2CCN(c3ccccc3F)CC2)C1 (configuration not stated)
  2.8, -10, -4, -15, 6, -3, 2, 14, 1.0
COc1cc(C(=O)NNC(=O)c2ccccc2Br)ccc1OCC(=O)N1CCOCC1
  0.5, 5, -3, 6, 2, 0, 1, 8, 0.6
CO/N=C(/CS(=O)(=O)c1ccc(C)cc1)c1ccc(OC)cc1
  -0.8, -8, -10, -11, -15, -4, 3, 4, -1.3
COC(=O)c1c(NC(=O)CSc2nnc(CNc3ccc(Cl)cc3)o2)sc(C)c1C
  1.0, -5, -2, 2, -20, -3, -1, -1, 1.4
COc1ccc(Cc2nnc(SCC(=O)N(c3ccccc3)C(C)C)n(N)c2=O)cc1
  -1.2, 1, -3, 20, -4, -5, 1, -9, -1.9
CCCNC(=O)C1(C)CCN(Cc2ccc(C(=O)OCC)cc2)C1 (configuration not stated)
  ., -9, ., 14, ., -3, 0, -11, .
CCOC(=O)C1CCCN(C(=O)C2COc3ccccc3O2)C1 (configuration not stated)
  ., 0, ., -14, ., -4, 2, 13, .
COc1cc(C(=O)N/C(=C\c2cn(C)c3ccccc23)C(=O)NCCN2CCOCC2)cc(OC)c1OC
  -0.5, -16, -9, -3, -14, -2, 0, 5, 0.2
O=C(Nc1ccc(Cl)c(C(=O)N2CCOCC2)c1)c1ccccc1
  0.5, 0, -6, 0, -5, -1, 2, -2, 0.5
Cc1ccc2nc(NC(=O)CN3C(=O)NC4(CCCCC4)C3=O)sc2c1
  -0.4, -16, -8, -12, -17, -3, 2, 8, -0.7
COc1ccc2nc(Nc3sc4c(c3C(N)=O)CCCC4)sc2c1
  0.1, -10, -3, -2, -7, -6, 3, -3, -0.6
CSc1nc(N)nc(SCCS(=O)(=O)c2ccc(Cl)cc2)c1C#N
  3.0, 34, -6, -6, -13, -3, 7, -6, 3.0
Cc1ccnc(SCC(=O)Nc2sc3c(c2C#N)CCC(C(C)(C)C)C3)n1 (configuration not stated)
  -0.5, -2, -5, -13, -13, -3, 4, 7, 0.2
CCC(=O)Nc1ccc(-c2csc(NNC(C)=O)n2)cc1
  0.2, -14, 2, -8, -4, -3, 2, 13, -0.3
O=C(NCc1ccccc1)C(c1ccccc1F)N(CC1CCCO1)C(=O)c1ccccn1 (configuration not stated)
  1.8, -16, -6, 3, -19, -3, 0, -2, 1.0
CCCNc1nc2nc3ccccn3c(=O)c2cc1C(=O)NCCN1CCOCC1
  0.4, -2, 5, -7, -5, -12, 0, 7, -0.1
Cc1cc2c(cc1C)-c1nnnn1C(C)(C)C2
  -0.9, -2, 5, -4, -10, -8, 10, 1, -1.4
N#CC1(NC(=O)COC(=O)C23CC4CC(CC(O)(C4)C2)C3)CCCCC1
  1.3, -12, 0, 20, -7, 0, 1, -7, 0.3
O=C(NC1CCCCC1)c1cc(-c2ccccc2Cl)on1
  -0.2, 5, -13, -12, -17, 1, 22, 17, 3.7
O=C(CSCc1cccc(F)c1)N1CCN(c2ccccc2)CC1
  1.8, ., -8, 8, -8, -4, ., -4, 0.8
O=C(Nc1ccc(C(=O)N2CCOCC2)cc1)c1cnn2c(C(F)F)cc(-c3ccccc3)nc12
  0.6, -15, 6, -4, -5, -6, 4, 8, 1.0
OC(CN1CCCCCC1)CN(c1ccccc1)c1ccccc1 (configuration not stated)
  0.7, -5, -10, 38*, -13, -8, 4, -26, 1.8
CC(C)(C)n1nc2c(c1NC(=O)c1ccc(Br)o1)CS(=O)C2 (configuration not stated)
  0.2, 12, -3, -14, 2, -2, -1, -3, 0.7
Cc1ccc(S(=O)(=O)N(C)CC(=O)N2CCN(Cc3ccc4c(c3)OCO4)CC2)cc1
  10, -7, -11, -4, 8, -1, 3, 1, 4.1
CC(C)c1c(C(=O)N/N=C/c2c[nH]c3ccccc23)nnn1-c1nonc1N
  15, 75*, -13, 14, 25, 2, 33, -9, 5.5
O=C1NC(=Nc2ccccc2Cl)S/C1=C\c1cc([N+](=O)[O-])ccc1O
  15, 27, -4, 3, 14, 8, 12, -3, 15
O=C(O)/C=C/C(=O)Nc1ccc(Cc2ccc(NC(=O)/C=C/C(=O)O)cc2)cc1
  0.9, -12, -8, -2, -7, -2, 1, 11, 2.3
NS(=O)(=O)c1ccc(-n2cccc2C=O)cc1
  0.6, -5, -8, 2, 2, -8, 0, 7, -0.8
COc1ccccc1N(CC(=O)NCCSc1ccc(Cl)cc1)S(C)(=O)=O
  2.3, -1, -19, 10, -22, -4, 11, -4, 0.7
O=C(NCC(c1ccco1)N1CCOCC1)c1cccc([N+](=O)[O-])c1 (configuration not stated)
  -0.1, -20, -8, -10, -13, -4, -2, 12, -1.2
COc1ccc(-n2nc3c(c2NC(=O)C(C)C)CSC3)cc1
  -0.6, -30, -3, 13, -5, -2, 0, 0, -0.2
COC(=O)C1CCN(C2CN(Cc3ccc(F)cc3)S(=O)(=O)C2)CC1 (configuration not stated)
  ., -8, ., -4, ., -4, 1, 8, .
CN(C)S(=O)(=O)c1cc(NC(=O)c2cc(=O)[nH]c3ccccc23)ccc1Cl
  -0.3, ., -8, ., 6, ., ., ., -0.1
CC(C)(C)c1ccc(C(=O)NC(=S)N2CCCCCC2)cc1
  -0.7, 21, 0, -13, -20, -5, 1, 3, -1.7
COc1ccc(S(=O)(=O)NC2CC3CCC2C3)cc1Br (configuration not stated)
  1.4, -1, -14, -18, 3, 2, 2, 12, -2.4
CC1CCOC2(O1)C(=O)Nc1ccccc12 (configuration not stated)
  0.9, 6, -7, -5, 9, -2, 3, 6, 0.7
CCOc1cc2c(cc1/C=C(/C#N)c1ccc(C(=O)O)cc1)OCO2
  -0.6, 15, -11, -9, 11, -5, 4, 5, -1.5
Cc1ccc(NC(=O)c2nc[nH]c2C(=O)N[C@@H](C)c2ccccc2)cc1
  -0.1, 1, -16, -4, -8, -5, 10, 4, 0.1
COc1ccc2c(c1)CCc1c(C(=O)N3CCCc4ccccc43)noc1-2
  -0.5, 30, -12, 9, -4, -4, 5, -5, -1.3
CCc1cccc(CC)c1NC(=S)NCC(c1cccnc1)N1CCOCC1 (configuration not stated)
  7.3, -11, -9, -6, -17, -2, 4, 0, -1.0
C#CCSc1nc(C)cc(C(=O)OCC)c1C#N
  -1.7, -9, -7, -21, -18, -8, 4, 10, -1.6
COc1ccc(S(=O)(=O)N(C)CC(=O)NCCN2CCOCC2)cc1Cl
  -0.5, -3, 5, -4, -9, -5, -3, 6, -0.3
COc1ccc(-n2c(CCc3ccccc3)nnc2SCC(=O)c2ccc(Cl)cc2)cc1
  3.3, 0, -15, 2, -26, -5, 0, -7, 2.7
CCOC(=O)Nc1ccc2c(c1)C(=NNC(N)=S)c1ccccc1-2
  ., 31, ., -12, ., -2, 3, 1, .
CC1CCN(c2nc3c(c(=O)[nH]c(=O)n3C)n2Cc2ccccc2)CC1
  -1.0, -36, -3, -4, -3, -4, 2, 8, -0.9

Quoted at random: 3 records from the list
Every second line gives: V1aR counter, TAAR1 antagonist, OXTR potentiate, M1 antag, CHO parental Ca, M1 ag, TAAR1 agonist, M1 PAM, OXTR ag
CCCNc1nc2nc3ccccn3c(=O)c2cc1C(=O)NCCN1CCOCC1
  0.4, -2, 5, -7, -5, -12, 0, 7, -0.1
O=C(NCc1ccccc1)C(c1ccccc1F)N(CC1CCCO1)C(=O)c1ccccn1 (configuration not stated)
  1.8, -16, -6, 3, -19, -3, 0, -2, 1.0
O=C(NC1CCCCC1)c1cc(-c2ccccc2Cl)on1
  -0.2, 5, -13, -12, -17, 1, 22, 17, 3.7

Screening results as filed in PubChem BioAssay.
